ELG1 DNA repair – blocks ELG1-dependent DNA repair in HEK293T cells; AID 504467; 2.3% of 330,000 active; Potency, µM (titrated, usually from 46.1 µM), for inactives: at the highest dose activity change, negative = inhibition, hits mostly inhibitors; HEK293T ELG1-luciferase reporter, luminescence, 16 h; DNA damage induced by 5-fluorouridine; also: potency is read from the fitted curve at half-maximal effect; % is scaled to controls: 0 for no effect and ±100 for the full control effect; nearly all actives have a fitted effect of over 55% in size
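Reporter activity after DNA damage by 5-fluorouridine is monitored. Compound-treated cells incubate 16 hr at 37 °C, then ONE-Glo is added for 30 min before luminescence reading.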
BRCA1 expr up – activators of BRCA1 expression; MCF7-BRCA1-FFLuc reporter, luminescence, 48 h; response scale: scaled: vehicle 0%, 10 µM genistein 100%; Potency, µM (top dose mostly 46.1 µM), without a hit: top-dose activation, hits mostly activators; 1.1% of 380,000 active; AID 624202; also: potency is read from the fitted curve at half-maximal effect; nearly all actives have a fitted effect of over 80% in size; some results filed as inactive show a strong effect at the top dose
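Luminescence from a BRCA1-driven firefly luciferase in MCF7 cells was the read-out, taken 15 min after substrate addition following 48 h compound exposure at 37 °C. Data were normalized to a 10 microM genistein control and DMSO vehicle.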
FLuc counter – counter-screen for miR-21 project: firefly luciferase inhibitors or activators; 6.9% of 360,000 active; purified FLuc, Km substrates, luminescence inhibition; Potency, µM (top dose mostly 57.5 µM), inactives show at the top dose activity change, negative = inhibition, hits mostly inhibitors;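 also: potency is read from the fitted curve at half-maximal effect; plate controls were vehicle for no effect and reference inhibitor for full effect; nearly all actives have a fitted effect of over 55% in size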
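Purified P. pyralis luciferase (10nM final) with 10uM D-luciferin and 10uM ATP (Km levels) in 50mM Tris acetate pH 7.5, 10mM Mg acetate, 0.01% Tween-20, 0.05% BSA; qHTS 6-point titration, ~60 µM downward; luminescence read.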
VP16 counter – counter-screen for ROR gamma inhibitors: Gal4-VP16 reporter | Drosophila S2 Gal4-VP16 UAS-luciferase, luminescence, 20 h | Potency, µM (series often up to 53.6 µM), inactives show at the top dose activity, negative = inhibition, usual class: inhibitors | 3.5% of 310,000 active | AID 2546;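 also: Gal4-VP16 expression switched on by copper sulfate through the metallothionein promoter; potency is read from the fitted curve at half-maximal effect; % is scaled to controls: 0 for no effect and ±100 for the full control effect; nearly all actives have a fitted effect of over 50% in size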
RORg inh – ROR gamma (mouse) transcription inhibition; P51450; Drosophila S2 Gal4-RORgamma UAS-luciferase reporter, 20 h; Potency, µM (top dose mostly 53.6 µM), for inactives: at the top dose activity change, negative = inhibition, usual class: inhibitors; 5.4% of 310,000 active; AID 2551; also: potency is read from the fitted curve at half-maximal effect; % is scaled to controls: 0 for no effect and ±100 for the full control effect; nearly all actives have a fitted effect of over 60% in size
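Drosophila Schneider cells stably carrying a metallothionein-driven Gal4 DBD–ROR gamma fusion and a UAS-Photinus luciferase reporter were exposed to compound for 1 hr, then induced with copper sulfate (700 uM final) for 20 hr at ambient temperature before luminescence reading.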
TRPV1 agonist – agonists of human vanilloid receptor 1 (TRPV1); Q8NER1; TRPV1-expressing cells, Fluo-8 calcium influx, agonist mode; activation, % at 8.33 µM; AID 540275; 0.19% of 320,000 active; in the data active = activation above about 80%; inconclusive = between about 30% and that limit; also: 0% is about no effect
Target sequence (Q8NER1 whole entry, looked up): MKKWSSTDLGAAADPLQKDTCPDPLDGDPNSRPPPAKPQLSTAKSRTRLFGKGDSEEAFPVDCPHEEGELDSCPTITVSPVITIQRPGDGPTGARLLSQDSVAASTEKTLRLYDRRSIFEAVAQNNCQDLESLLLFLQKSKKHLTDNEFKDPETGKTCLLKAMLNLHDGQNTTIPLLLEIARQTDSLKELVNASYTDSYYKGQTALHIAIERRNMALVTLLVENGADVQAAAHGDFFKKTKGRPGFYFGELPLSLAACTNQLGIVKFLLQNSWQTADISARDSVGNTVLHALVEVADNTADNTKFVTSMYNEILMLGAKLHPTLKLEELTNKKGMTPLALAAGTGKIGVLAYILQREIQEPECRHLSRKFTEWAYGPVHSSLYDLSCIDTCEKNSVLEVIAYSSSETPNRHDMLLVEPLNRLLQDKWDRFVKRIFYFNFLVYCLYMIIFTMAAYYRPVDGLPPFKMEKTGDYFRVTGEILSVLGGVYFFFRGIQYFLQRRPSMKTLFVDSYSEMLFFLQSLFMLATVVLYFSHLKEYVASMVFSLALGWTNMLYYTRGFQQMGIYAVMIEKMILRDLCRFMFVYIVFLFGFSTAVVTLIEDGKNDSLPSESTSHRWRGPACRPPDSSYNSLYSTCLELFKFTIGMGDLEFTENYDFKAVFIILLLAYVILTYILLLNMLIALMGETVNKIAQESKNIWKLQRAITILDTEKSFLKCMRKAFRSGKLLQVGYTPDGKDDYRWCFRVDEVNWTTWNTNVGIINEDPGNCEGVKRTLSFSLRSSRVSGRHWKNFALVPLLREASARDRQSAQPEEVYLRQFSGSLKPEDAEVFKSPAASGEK
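Fluo-8 calcium influx in TRPV1-expressing cells, kinetic read (ex 480/em 520 nm). Compound added and read 3 min for agonist activity, followed by capsaicin at EC20 final and 2 min further read for enhancement.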
Tb PFK block – inhibitors of T. brucei phosphofructokinase. Potency, µM (series often up to 57.5 µM), for inactives: at the highest dose activity, negative = inhibition, hits mostly inhibitors. 0.17% of 330,000 active. T. brucei PFK, ADP-Glo luminescence;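 also: potency is read from the fitted curve at half-maximal effect; 0% = uninhibited 1x PFK enzyme wells and -100% = no-enzyme wells; nearly all actives have a fitted effect of over 60% in size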
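Activity is normalized to no-enzyme wells (full inhibition) and 1.25 nM enzyme wells (no inhibition). Reaction: 0.5 mM F6P, 0.1 mM ATP, 45 min RT, ADP-Glo luminescence; concentration-response curves fitted and classed by quality.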
Rab9 promoter act – activators of Rab9 promoter; Huh7 Rab9 promoter-luciferase reporter, luminescence, 24 h; AID 485297; 2.8% of 320,000 active; Potency, µM (titrated, usually from 9.22 µM), for the others: at the highest dose activation, negative = inhibition, actives largely listed as activators; also: potency is read from the fitted curve at half-maximal effect; % of control where 0% means no effect; nearly all actives have a fitted effect of over 60% in size
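Measured in stably transfected Huh7 cells bearing a Rab9 promoter–luciferase construct: 24 h compound treatment at 37 °C, followed by luminescence detection.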
NPC1 prom act – activators of NPC1 promoter | 2.4% of 320,000 active | AID 485313 | Huh7 NPC1 promoter luciferase reporter, 24 h | Potency, µM (highest dose often 9.22 µM), for inactives: top-dose activation, hits mostly activators;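 also: potency is read from the fitted curve at half-maximal effect; % of control where 0% means no effect; nearly all actives have a fitted effect of over 60% in size; reporter is driven by a mutant NPC1 promoter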
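Huh7 cells stably carrying NPC1 promoter–luciferase, plated in Opti-MEM with 10% FBS for 2 h, were exposed to compound in DMSO for 24 h at 37 °C; luciferase reagent was added for 10 min and luminescence read.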
p53 reactivator – restores transcriptional activity of mutant p53 | Potency, µM (top dose mostly 92.2 µM), for inactives: at the top dose activity change, positive = activation, hits mostly activators | AID 504706 | H1299 p53-A138V BP100-luciferase reporter, luminescence, 24 h | 0.063% of 320,000 active; also: potency is read from the fitted curve at half-maximal effect; % of control where 0% means no effect; nearly all actives have a fitted effect of over 45% in size
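p53-null H1299 cells stably carrying temperature-sensitive p53-A138V and a BP100-luciferase reporter were pinned with compounds (4-point, 1:5 series) and held 24 hrs at 37 deg C. Luminescence was read 10 min after detection reagent.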
ELG1 genotox – induces genotoxicity in HEK293T cells with luciferase-tagged ELG1. HEK293T ELG1-luciferase reporter, luminescence, 16 h. Potency, µM (series often up to 46 µM), for inactives: top-dose activity change, positive = activation, most hits filed as activators. 1.3% of 330,000 active. AID 504466; also: potency is read from the fitted curve at half-maximal effect; % of control where 0% means no effect; nearly all actives have a fitted effect of over 60% in size
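ELG1-luciferase HEK293T cells, 2,000/well; compound pinned in; 16 hr, 37 °C, 5% CO2; ONE-Glo, 30 min RT; luminescence on CCD imager.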
An asterisk follows results filed as active; ? = inconclusive; . = not tested or not shown; & = joins results of further samples; [ ] = dose if it differs, or a comment. Unless noted, calls follow the shape of the dose curve; as a rule, active = well fitted curve in the direction sought with a large enough effect; inconclusive = small, poorly fitted or top-dose-only effect, or another doubt; inactive = no such curve, though single readings can be large; an effect the other way counts as inactive or inconclusive. Random draw from the library; overall some 15% were active at least once.

SMILES	ELG1 DNA repair	BRCA1 expr up	FLuc counter	VP16 counter	RORg inh	TRPV1 agonist	Tb PFK block	Rab9 promoter act	NPC1 prom act	p53 reactivator	ELG1 genotox
O=C(OC(C(=O)O)C(OC(=O)c1ccccc1)C(=O)NCc1ccccc1)c1ccccc1 (stereo not given)	12%	0%	-5%	-2%	-1%	5	0%	-4%	-1%	8%	-1%
O=S(=O)(c1ccc(Cl)c(S(=O)(=O)N2CCCC2)c1)N1CCCC1	13%	-3%	-1%	-2%	1%	7	-11%	10%	-3%	3%	-11%
FC(F)(F)c1cnc(Sc2nnc(-c3cccs3)n2CC2CCCO2)c(Cl)c1 (stereo not given)	-17%	-16%	4%	-4%	-3%	-1	1%	0%	-1%	-7%	-3%
NNc1nc2c(Cl)cccc2s1	?	46%	?	?	?	-8	?	20%	15%	17%	8%
O=c1[nH]c(C2CCN(S(=O)(=O)c3ccc(S(=O)(=O)NC4CC4)cc3)CC2)nc2c1nnn2Cc1ccc(F)cc1	?	-36%	1%	-2%	?	-1	1%	5%	-2%	5%	-7%
CCc1c(C)c2cc(Cl)c(O)c(CN3CCCC3)c2oc1=O	6%	-5%	0%	5%	1%	-3	-10%	-3%	0%	-4%	2%
Cc1cc(-c2ccccc2)n(-c2cc(N/N=C/c3ccccc3O)ncn2)n1	?	-87%	1%	5.6µM*	11µM*	5	?	-24%	-24%	23%	-9%
COC(=O)NCc1cccc(CNC(=O)OC)c1	-1%	0%	3%	4%	-13%	1	-1%	3%	0%	19%	0%
Cc1noc(C)c1-c1nnc(-c2ccc(C(F)(F)F)cc2)o1	?	19%	-6%	4%	2%	13	-6%	12%	4%	7%	7%
O=C(NCc1ccco1)C1CC(c2cccc([N+](=O)[O-])c2)=NO1 (stereo not given)	-17%	3%	-1%	0%	7%	2	16%	-10%	-2%	-4%	-1%
O=C(O)CSc1nnc(COc2ccc(Br)cc2)n1-c1ccccc1	?	2%	-1%	1%	-1%	-3	0%	0%	3%	.	0%
Cc1nc(C)n(CC(O)COc2ccc3ccccc3c2)n1 (stereo not given)	0%	2%	4%	-2%	15%	19	4%	-1%	8%	1%	1%
O=C(Nc1ccc(F)cc1F)c1cccn1-c1ncc(C(F)(F)F)cc1Cl	-3%	-1%	1%	-8%	25%	.	0%	2%	-4%	-5%	2%
COc1cccc(NC(=O)CN(C)C(=O)c2sc3cc(Cl)ccc3c2Cl)c1	?	-2%	4%	.	.	2	-6%	0%	-2%	0%	-3%
COc1cc(C(=O)Nc2ccc(C)cn2)c([N+](=O)[O-])cc1OC	8%	-2%	0%	1%	-1%	4	0%	-1%	-9%	9%	2%
NC(=O)CN1C(=O)C(O)(CC(=O)/C=C\c2ccc3c(c2)OCO3)c2ccccc21 (stereo not given)	?	-25%	?	0%	18%	3	-2%	-1%	-8%	21%	14%
COc1ccc(CCN2C(=O)CC(Cc3ccccc3)C2=O)cc1OC (stereo not given)	-2%	-2%	6%	5%	16%	11	-3%	-4%	0%	-5%	-1%
Nc1nc(=S)[nH]c2c1C1(CCCC1)Cc1ccccc1-2	-15%	-23%	-2%	8.9µM*	6.3µM*	1	1%	-3%	-8%	-8%	-2%
COc1ccc(C(CCN2CCCCC2)c2c(O)cc(OC)cc2OC)cc1 (stereo not given)	8%	-8%	0%	-9%&-11%	-15%&0%	0	-1%	-1%	-1%	-3%	-5%
Cc1cc2cc(C#N)c(N3CCOCC3)nc2cc1Cl	12%	-19%	?	-6%	2%	13	-3%	-4%[1.84 µM]	-1%	-2%	-1%
COc1ccc2c(c1)C(=O)N(Cc1ccccc1)C(=O)C2(C)C	-2%	-19%	-2%	2%	31%	16	1%	0%	1%	-3%	2%
CN(C)CCNC(=O)CNC(=S)N(CCCN1CCOCC1)Cc1cccs1	19%	0%	-1%	-4%	-10%	-2	-5%	-12%	-6%	9%	-7%
CC(CCCCC(=O)Nc1ccc(C(F)(F)F)cc1)NCCc1cnc[nH]1 (stereo not given)	.	.	-3%	-8%	4%	-1	-5%	-1%	2%	.	.
O=C(CCN1C(=O)/C(=C/c2ccc3c(c2)OCO3)SC1=S)Nc1ccccc1	?	-19%	10%	-13%	-19%[10 µM]	-1	0%	-8%	-2%	4%	?
O=C(CCc1ccccc1)Nc1cc2c(cc1C(=O)O)OCCCO2	?	33%	.	.	.	.	8%	.	.	-9%	7%

Brought forward from above: 2 compounds; new compounds follow.
SMILES	ELG1 DNA repair	BRCA1 expr up	FLuc counter	VP16 counter	RORg inh	TRPV1 agonist	Tb PFK block	Rab9 promoter act	NPC1 prom act	p53 reactivator	ELG1 genotox
O=C(CCN1C(=O)/C(=C/c2ccc3c(c2)OCO3)SC1=S)Nc1ccccc1	?	-19%	10%	-13%	-19%[10 µM]	-1	0%	-8%	-2%	4%	?
O=C(CCc1ccccc1)Nc1cc2c(cc1C(=O)O)OCCCO2	?	33%	.	.	.	.	8%	.	.	-9%	7%
COC(CNC(=O)c1ccc(CS(=O)(=O)c2ccccc2)o1)OC	-9%	-4%	4%	4%	-12%	0	1%	-1%[1.84 µM]	1%	0%	0%
CN(C)CCCNCCCNC(=O)c1ccncc1	2%	10%	0%	-3%	12%	-2	1%	-3%	-2%	-4%	0%
CC/C(=N\NC(=O)c1nnn(-c2nonc2N)c1-c1ccc2c(c1)OCO2)c1ccccc1	-30%	-34%	2%	-2%	-1%	1	0%	-3%	1%	-1%	-6%
CCCn1c(C2CCCN2c2nc(-c3ccc(C)cc3)cs2)nc2ccccc21 (stereo not given)	?	-78%	-5%	?	3.5µM*	29	0%	0%	-2%	.	-4%
COCCn1c(C)cc(C(=O)CN2CCCCC2)c1C	13%	23%	2%	8%	5%	1	1%	-3%	2%	1%	6%
CCOC(=O)c1ccc(-c2c(-c3ccccc3OC)sc3ccc(OC)cc23)cc1F	?	-68%	.	.	.	.	3%	.	.	0%	2%
Cc1nn(-c2ccccc2)c(C)c1/C=N/NC(=O)c1cc(C2CC2)[nH]n1	-1%	33%	17µM*	19%	35%	1	1%	3%	3%	-7%	?
COc1cccc2cc(/C(=N/O)c3ccccc3)oc12	?	32%	?	1%	7%	0	1%	23%	5%	4%	5%
COc1ccc(C(=O)NCCc2ccc(C(F)(F)F)cc2)cc1S(=O)(=O)N1CCOCC1	-25%	-23%	1%	.	.	-2	-6%	-2%	-2%	-4%	-8%
CCC(CC)C(=O)Nc1cc(C(=O)OC)cc(C(=O)OC)c1	?	3%	2%	-8%	1%	-1	-3%	-6%	-1%	-4%	-6%
COc1ccc(/C=N/NC(=O)Nc2cccc3nsnc23)c(OC)c1	-4%	11%	-1%	-13%	-43%	-3	-6%	-2%	-3%	7%	0%
O=C(CSc1nnc(-c2ccco2)n1-c1ccccc1)NCC1CCCO1 (stereo not given)	7%	1%	-2%	5%	7%	-2	2%	2%	0%	4%	0%
CCCOc1ccc(CSc2nc3ccccc3[nH]2)cc1	?	8%	2.1µM*	6.3µM*	?	?	0%	?	25%	14%	?
CCOC(=O)C1=C(CCc2ccccc2)NC(=O)NC1c1ccc2ccccc2c1 (stereo not given)	-13%	-41%	5%	-8%	30%	2	-4%	0%	-1%	.	-3%
CC(C)c1ccc(S(=O)(=O)N2CCC3(CC2)OCCO3)cc1	-1%	-11%	1%	.	.	16	1%	2%	2%	.	0%
CSC1=NCCN1C(=O)c1ccc(C)cc1	?	2%	?	-11%	8%	1	4%	11%	-6%	12%	3%
CC(=O)c1cccc(N2C(=NC(=O)C(C)C)SC3CS(=O)(=O)CC32)c1 (stereo not given)	-2%	-3%	1%	0%	?	-2	-2%	-1%	1%	-2%	1%
CCn1c(SCC(=O)Nc2ccc(N3CCOCC3)c(Cl)c2)nnc1-c1ccc(N)cc1	-10%	-34%	13µM*	11%	20%	-3	5%	2%	2%	0%	2%
COC(=O)c1cccc(NC(=O)Cc2ccccc2[N+](=O)[O-])c1C	?	12%	1%	?	-1%	2	1%	2%	2%	?	2%
O=C(NN1C(=O)c2ccccc2NC1c1ccccn1)c1ccc([N+](=O)[O-])cc1 (stereo not given)	10%	-11%	1%	1%	-8%	-4	-6%	-2%	-2%	-14%	1%
O=C(/C=C/c1ccc(F)cc1)OCC(=O)c1ccc[nH]1	?	10%	?	.	.	2	0%	16%	10%	?	6%
CC(C)(C)OC(=O)NCCCCCNC(=O)c1nc[nH]c1C(=O)N1CCN(c2ccccc2)CC1	?	-22%	.	.	.	.	-1%	.	.	0%	-7%
CN1CCN(c2nc(-c3ccccc3)c3cc(Cl)ccc3n2)CC1	7%	-2%	-2%	7%	-3%	2	-1%	-2%	-4%	-1%	-4%
Cc1nnc(SCC(=O)NC2CC2)n1CC1CCCO1 (stereo not given)	12%	-10%	2%	4%	-7%	-2	-2%	-4%	-4%	-1%	-3%
